Tn7 DDE FP = inhibitors of Tn7 peptide binding to fibrin DD(E), primary screen, biochemical, fluorescence polarization, human fibrin, Tn7 probe. Fibrinogen beta chain (Homo sapiens), P02675. FP displacement of FITC-Tn7 peptide from fibrin DD(E); 0% = median of compound wells per plate. inhibition, % at 8.3 µM. 370,000 tested, 0.13% active. AID 720508, 2013;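 active means inhibition above the mean of compounds falling within the control limits plus 3 SD of them, cut at about 14% in these data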;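 further: 0% = plate median of compound wells and 100% = 10 µM Aha-Tn7 peptide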
Target sequence (P02675 whole entry, looked up): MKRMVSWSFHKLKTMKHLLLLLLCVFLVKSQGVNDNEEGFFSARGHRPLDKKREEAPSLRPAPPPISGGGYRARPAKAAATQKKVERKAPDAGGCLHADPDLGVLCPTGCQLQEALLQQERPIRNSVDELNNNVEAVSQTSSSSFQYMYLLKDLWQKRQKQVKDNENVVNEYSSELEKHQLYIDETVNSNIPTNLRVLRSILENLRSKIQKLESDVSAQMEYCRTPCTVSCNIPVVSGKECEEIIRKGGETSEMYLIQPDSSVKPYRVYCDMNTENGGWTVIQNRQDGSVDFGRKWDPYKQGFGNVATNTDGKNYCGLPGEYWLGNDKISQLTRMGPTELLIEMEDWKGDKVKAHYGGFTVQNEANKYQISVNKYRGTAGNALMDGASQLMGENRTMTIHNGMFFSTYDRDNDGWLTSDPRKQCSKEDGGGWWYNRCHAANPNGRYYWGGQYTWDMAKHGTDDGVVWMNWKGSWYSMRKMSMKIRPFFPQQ
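Test system: human clot-derived fibrin DD(E) complex / Quantity: 2 µM final DD(E) protein / Incubation: 10 min plus 3 h, room temperature / Measured by: fluorescence polarization / Benchmarks: high control of 10 µM Aha-Tn7 peptide / Replicates: singlicate testing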
ADAM17 inh = ADAM17 inhibitors, primary screen, biochemical, QFRET | Disintegrin and metalloproteinase domain-containing protein 17 (Homo sapiens), P78536 | recombinant ADAM17, EDANS/DABCYL FRET peptide cleavage | inhibition, % at 6.95 µM | 370,000 tested, 0.83% active;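 active means inhibition above the mean of compounds lying between control limits plus 3 SD, set per campaign, cut at about 8.5% in these data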;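 further: 0% = DMSO-only wells as the low control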
ASAP1 inh = inhibitors of human ASAP1 ArfGAP activity, primary screen, biochemical, fluorescence polarization. 360,000 tested, 0.19% active. inhibition, % at 16.5 µM. ASAP1-stimulated ARF1 GTP hydrolysis, GDP FP detection; in the data active means inhibition above about 25%;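 further: 0% = vehicle with enzyme and substrate and 100% = no enzyme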
ARFGAP1 inh = inhibitors of rat ARFGAP1 GAP activity, primary screen, biochemical, fluorescence polarization, GDP tracer; 360,000 tested, 0.26% active; Arfgap1-stimulated ARF1 GTP hydrolysis, GDP FP detection; AID 651572, 2012; ADP-ribosylation factor GTPase-activating protein 1 (Rattus norvegicus), Q62848; inhibition, % at 16.5 µM;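 active means inhibition above a per-plate limit, mean inhibition of low control wells plus 3 SD, cut at about 25% in these data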;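 further: 0% = DMSO wells with enzyme and 100% = wells lacking Arfgap1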
Target sequence (Q62848 1-136 limits assumed): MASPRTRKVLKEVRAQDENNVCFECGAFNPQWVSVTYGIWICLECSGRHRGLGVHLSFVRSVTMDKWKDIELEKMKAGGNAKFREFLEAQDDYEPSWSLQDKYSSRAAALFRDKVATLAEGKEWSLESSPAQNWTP
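system = rat Arfgap1 catalytic domain, aa 1-136 | technique = FP, GDP Alexa 633 tracer displaced from anti-GDP antibody, 620/688 nm | compound = one concentration, 16.5 µM, DMSO 1.26% | medium = HEPES-based buffer, pH 7.5 | timing = compound-enzyme preincubation 20 min, reaction 120 min, detection 60 min, 25 °C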
PLCg1 inh = PLC-gamma1 enzyme inhibitors, primary screen, biochemical, fluorescence, purified enzyme | 1-phosphatidylinositol 4,5-bisphosphate phosphodiesterase gamma-1 (Homo sapiens), P19174 | fluorogenic substrate | inhibition, % at 12.2 µM | 370,000 tested, 0.84% active; in the data active means inhibition above about 9.5%
proKLK7 act = proKLK7 zymogen activators, primary screen, biochemical, fluorescence intensity; purified proKLK7, EDANS-DABCYL substrate fluorescence; 100% is mature enzyme control, 0% vehicle; activation, % at 7 µM; 370,000 tested, 0.9% active; AID 652039, 2013;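 active means activation above the mean of all tested compounds plus 3 SD, computed per campaign excluding outliers beyond control limits, cut at about 13% in these data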
ADAM10 inh = human ADAM10 inhibitors, primary screen, biochemical, QFRET, HTS; inhibition, % at 7 µM; AID 720582, 2013; 370,000 tested, 0.62% active; recombinant ADAM10, EDANS/DABCYL FRET peptide cleavage, 3 h; Disintegrin and metalloproteinase domain-containing protein 10 (Homo sapiens), O14672;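 active means inhibition above a per-campaign cutoff equal to the mean of compounds falling between control-based bounds plus 3 SD, cut at about 20% in these data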;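 further: 0% = DMSO wells while the 100% control is not disclosed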
DDE Tn6 FP inh = inhibitors of Tn6 peptide binding to fibrin DD(E), primary screen, biochemical, fluorescence polarization, human fibrin, Tn6 probe; Fibrinogen beta chain (Homo sapiens), P02675; Fibrin DD(E) TRITC-Tn6 fluorescence polarization displacement; inhibition, % at 8.3 µM; 370,000 tested, 0.21% active;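 active means inhibition above a per-campaign cutoff: mean of compounds within control limits plus 3 SD, cut at about 15% in these data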;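 further: 0% = median of all compound wells on the plate and 100% = blocking peptide control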
TDP2 absorb = human TDP2 enzyme inhibitors, primary screen, biochemical, epi absorbance, recombinant enzyme; Tyrosyl-DNA phosphodiesterase 2 (Homo sapiens), O95551; T5PNP hydrolysis, p-nitrophenol absorbance 415 nm; inhibition, % at 12.8 µM; 370,000 tested, 0.34% active; AID 720702, 2013;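 active means inhibition above the mean of all tested compounds plus 3 SD, set per campaign, cut at about 25% in these data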;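 further: 0% = DMSO with enzyme and 100% = buffer with substrate but no TDP2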
Target sequence (O95551 whole entry, looked up): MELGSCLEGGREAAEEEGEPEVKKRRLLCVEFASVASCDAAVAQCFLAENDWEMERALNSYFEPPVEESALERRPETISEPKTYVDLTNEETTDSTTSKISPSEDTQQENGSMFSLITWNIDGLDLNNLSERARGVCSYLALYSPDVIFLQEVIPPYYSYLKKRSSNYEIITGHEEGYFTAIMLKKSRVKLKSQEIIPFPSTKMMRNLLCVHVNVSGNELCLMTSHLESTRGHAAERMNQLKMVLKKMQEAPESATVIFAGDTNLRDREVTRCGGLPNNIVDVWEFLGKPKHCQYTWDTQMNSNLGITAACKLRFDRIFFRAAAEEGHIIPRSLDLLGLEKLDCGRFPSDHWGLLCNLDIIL
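Read-out basis: percent inhibition. System: recombinant human TDP2. Buffer or medium: Mg2+-containing Tris-HCl buffer, pH 7.5. Repeats: single replicate. Timing: reaction 2 h, 37 °C. Benchmarks: high control without enzyme, low control DMSO plus TDP2. Probe or stimulus: 5 mM T5PNP. Doses: 12.8 µM only. Measured by: epi absorbance of p-nitrophenol freed from T5PNP by hydrolysis.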
LEDGF integ inh = blockers of LEDGF/p75-dependent integrase strand transfer – biochemical, TR-FRET, high throughput, primary screen. TR-FRET IN-LEDGF/p75 DNA integration, Eu/Cy5. 370,000 tested, 0.64% active. HIV-1 integrase (with human LEDGF/p75). inhibition, % at 3.7 µM;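 active means inhibition above the screen-wide mean plus 3 SD, cut at about 13% in these data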;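 further: signal is the Cy5 over europium emission ratio at 671 and 618 nm; 0% = plate median of compound wells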
* hit, by the source's call.

What do the screens show for `NC(=O)NCc1cccs1`?
Tn7 DDE FP: 6; ADAM17 inh: 1; ASAP1 inh: 4; ARFGAP1 inh: 4; PLCg1 inh: -3; proKLK7 act: -0.2; ADAM10 inh: 2; DDE Tn6 FP inh: 0; TDP2 absorb: 1; LEDGF integ inh: 0

What do the screens show for `Cc1ccc(CSCC(=O)NCc2cccnc2)cc1`?
Tn7 DDE FP: 4; ADAM17 inh: -1; ASAP1 inh: -5; ARFGAP1 inh: 0; PLCg1 inh: -1; proKLK7 act: -0.4; ADAM10 inh: 3; DDE Tn6 FP inh: 4; TDP2 absorb: 6; LEDGF integ inh: -2

What do the screens show for `COC(=O)c1[nH]c2ccccc2c1NC(=O)Oc1ccccc1`?
Tn7 DDE FP: 4; ADAM17 inh: -14; ASAP1 inh: 5; ARFGAP1 inh: 7; PLCg1 inh: -29; proKLK7 act: 3.6; ADAM10 inh: -36; DDE Tn6 FP inh: -3; TDP2 absorb: 1; LEDGF integ inh: -3

Results for O=S(=O)(NN=C1CCCCCC1)c1ccc(Cl)cc1 ?
Tn7 DDE FP: 1; ADAM17 inh: -2; ASAP1 inh: 1; ARFGAP1 inh: 0; PLCg1 inh: 0; proKLK7 act: 0.4; ADAM10 inh: -1; DDE Tn6 FP inh: 3; TDP2 absorb: 4; LEDGF integ inh: 2

Results for CCC(=O)Nc1ccc(Cl)c(NC(=S)NC(=O)c2ccco2)c1 ?
Tn7 DDE FP: 4; ADAM17 inh: -3; ASAP1 inh: -3; ARFGAP1 inh: 0; PLCg1 inh: 2; proKLK7 act: -0.3; ADAM10 inh: 3; DDE Tn6 FP inh: 0; TDP2 absorb: 1; LEDGF integ inh: -6

Results for Cc1nc2ccc(NC(=O)c3cc(Cl)ccc3F)cc2c(=O)[nH]1 ?
Tn7 DDE FP: 7; ADAM17 inh: -4; PLCg1 inh: -7; proKLK7 act: -2.7; ADAM10 inh: -25; DDE Tn6 FP inh: -4; TDP2 absorb: 7; LEDGF integ inh: -1

What do the screens show for `CC(NC(=O)c1ccccc1NC(=O)c1ccco1)c1ccccc1` (configuration not stated)?
Tn7 DDE FP: 0; ADAM17 inh: -2; ASAP1 inh: 0; ARFGAP1 inh: -4; PLCg1 inh: 0; proKLK7 act: 0.4; ADAM10 inh: 4; DDE Tn6 FP inh: -1; TDP2 absorb: 4; LEDGF integ inh: 6

What do the screens show for `COC(=O)Cn1cnc2c(nnn2-c2ccc(F)cc2)c1=O`?
Tn7 DDE FP: 2; ADAM17 inh: -7; ASAP1 inh: 0; ARFGAP1 inh: 10; PLCg1 inh: 4; proKLK7 act: 1.1; ADAM10 inh: 1; DDE Tn6 FP inh: -9; TDP2 absorb: -5; LEDGF integ inh: 3

What do the screens show for `O=C(CC1C(=O)NCCN1Cc1cccc(F)c1)NC1CCCCC1` (configuration not stated)?
Tn7 DDE FP: 7; ADAM17 inh: -4; ASAP1 inh: -1; ARFGAP1 inh: -17; PLCg1 inh: -12; proKLK7 act: -0.4; ADAM10 inh: -20; DDE Tn6 FP inh: 4; TDP2 absorb: -7; LEDGF integ inh: 3

How did CCN(CC)C(=O)c1cccc(-c2csc(C(O)c3ccc(F)c(F)c3)n2)c1 (configuration not stated) do in these assays?
Tn7 DDE FP: 2; ADAM17 inh: -1; ASAP1 inh: 15; ARFGAP1 inh: 1; PLCg1 inh: -59; proKLK7 act: -1.3; ADAM10 inh: -7; DDE Tn6 FP inh: 1; TDP2 absorb: -5; LEDGF integ inh: 1

What do the screens show for `O=C(NCc1ccccn1)C(=O)Nc1nc(C23CC4CC(CC(C4)C2)C3)cs1`?
Tn7 DDE FP: 1; ADAM17 inh: -2; ASAP1 inh: 4; ARFGAP1 inh: 23; PLCg1 inh: 4; proKLK7 act: -0.2; ADAM10 inh: -3; DDE Tn6 FP inh: 5; TDP2 absorb: 12; LEDGF integ inh: -1

What do the screens show for `CCN(C(=O)c1cc2cc3ccc(C)cc3nc2o1)c1ccc(OC)cc1`?
Tn7 DDE FP: -3; ADAM17 inh: -8; ASAP1 inh: -3; ARFGAP1 inh: 3; PLCg1 inh: -17; proKLK7 act: 0.6; ADAM10 inh: -29; DDE Tn6 FP inh: 2; TDP2 absorb: -13; LEDGF integ inh: -2

How did Cc1cc(Br)ccc1SCC(=O)N1CCN(S(=O)(=O)c2ccccc2)CC1 do in these assays?
Tn7 DDE FP: 4; ADAM17 inh: 2; ASAP1 inh: 0; ARFGAP1 inh: 20; PLCg1 inh: 2; proKLK7 act: 0.4; ADAM10 inh: 8; DDE Tn6 FP inh: -6; TDP2 absorb: 14; LEDGF integ inh: 2

Results for O=C1[C@H]2[C@@H](C3CC3)N3C(=O)CN(CC4CC4)C(=O)[C@@]3(Cc3ccccc3)[C@H]2C(=O)N1c1ccccc1 ?
Tn7 DDE FP: 0; ADAM17 inh: -6; ASAP1 inh: -9; ARFGAP1 inh: -1; PLCg1 inh: -1; proKLK7 act: -0.4; ADAM10 inh: 4; DDE Tn6 FP inh: 6; TDP2 absorb: 8; LEDGF integ inh: -3

How did O=C(CN1C(=O)NC2(CCCCC2)C1=O)NCCc1c[nH]c2ccccc12 do in these assays?
Tn7 DDE FP: -6; ADAM17 inh: 1; ASAP1 inh: 2; ARFGAP1 inh: 6; PLCg1 inh: -2; proKLK7 act: -0.5; ADAM10 inh: -11; DDE Tn6 FP inh: -1; TDP2 absorb: -2; LEDGF integ inh: -4

How did CCOC(=O)c1c(NC(=O)C(C)N2CCN(S(=O)(=O)c3cccs3)CC2)sc2c1CCC(C)C2 (configuration not stated) do in these assays?
Tn7 DDE FP: -5; ADAM17 inh: 2; ASAP1 inh: -5; ARFGAP1 inh: 9; PLCg1 inh: 4; proKLK7 act: 0.2; ADAM10 inh: 11; DDE Tn6 FP inh: -2; TDP2 absorb: 2; LEDGF integ inh: 1

How did COc1cccc(C(=O)Nc2ccc(N(C)C)cc2)c1OC do in these assays?
Tn7 DDE FP: -5; ADAM17 inh: 0; ASAP1 inh: -2; ARFGAP1 inh: 5; PLCg1 inh: -2; proKLK7 act: -0.2; ADAM10 inh: -2; DDE Tn6 FP inh: -7; TDP2 absorb: -21; LEDGF integ inh: -7

How did CCOc1ccc(S(=O)(=O)NCCC(=O)NCC(c2ccc(F)cc2)N2CCOCC2)cc1 (configuration not stated) do in these assays?
Tn7 DDE FP: 2; ADAM17 inh: 0; ASAP1 inh: 4; ARFGAP1 inh: -1; PLCg1 inh: -3; proKLK7 act: -0.3; ADAM10 inh: -1; DDE Tn6 FP inh: 0; TDP2 absorb: -11; LEDGF integ inh: -1

How did CCSc1nnc(Cn2c(=O)sc3ccccc32)n1C do in these assays?
Tn7 DDE FP: 4; ADAM17 inh: 0; ASAP1 inh: 3; ARFGAP1 inh: 1; PLCg1 inh: -1; proKLK7 act: -0.2; ADAM10 inh: -11; DDE Tn6 FP inh: 1; TDP2 absorb: 2; LEDGF integ inh: -1

How did Cc1nn(CC(=O)NCCc2ccccc2)c(=O)c2cccn12 do in these assays?
Tn7 DDE FP: 0; ADAM17 inh: -4; ASAP1 inh: 6; ARFGAP1 inh: 2; PLCg1 inh: -2; proKLK7 act: 0.0; ADAM10 inh: -4; DDE Tn6 FP inh: 9; TDP2 absorb: 3; LEDGF integ inh: -2

Results for COCc1nnc(NC(=O)CCS(=O)(=O)c2ccccc2)s1 ?
Tn7 DDE FP: -1; ADAM17 inh: -3; ASAP1 inh: -10; ARFGAP1 inh: -2; PLCg1 inh: -1; proKLK7 act: -0.2; ADAM10 inh: -1; DDE Tn6 FP inh: -3; TDP2 absorb: 11; LEDGF integ inh: -2

How did O=C(CN1C(=O)c2ccccc2C1=O)NN1C(=O)c2ccccc2C1=O do in these assays?
Tn7 DDE FP: -11; ADAM17 inh: -4; ASAP1 inh: 6; ARFGAP1 inh: 8; PLCg1 inh: -3; proKLK7 act: 0.3; ADAM10 inh: 0; DDE Tn6 FP inh: -11; TDP2 absorb: 4; LEDGF integ inh: 0

How did COc1ccc2nc(SCC(=O)Nc3cc(OC)c(OC)cc3C(=O)O)c(C)cc2c1 do in these assays?
Tn7 DDE FP: 2; ADAM17 inh: -43; ASAP1 inh: 1; ARFGAP1 inh: 1; PLCg1 inh: -17; proKLK7 act: 1.3; ADAM10 inh: -146; DDE Tn6 FP inh: 1; TDP2 absorb: 7; LEDGF integ inh: 1

What do the screens show for `COc1cc(SC)ccc1C(=O)OCc1nc2ccsc2c(=O)[nH]1`?
Tn7 DDE FP: -3; ADAM17 inh: -2; ASAP1 inh: 14; ARFGAP1 inh: 2; PLCg1 inh: 0; proKLK7 act: 0.2; ADAM10 inh: -6; DDE Tn6 FP inh: -3; TDP2 absorb: -1; LEDGF integ inh: -4

How did Cc1ccc(/C=C/C(=O)OCC(=O)Nc2cccnc2Cl)cc1 do in these assays?
Tn7 DDE FP: -6; ADAM17 inh: -2; ASAP1 inh: -15; ARFGAP1 inh: 8; PLCg1 inh: -1; proKLK7 act: -0.5; ADAM10 inh: -8; DDE Tn6 FP inh: -10; TDP2 absorb: 1; LEDGF integ inh: 4

Bioassay records: PubChem BioAssay, The Scripps Research Institute Molecular Screening Center
